Bioassay records from PubChem.
E coli Lon inh = inhibitors of E. coli Lon protease; purified E. coli Lon protease, fluorescence polarization; inhibition, % at 7.94 µM; actives 0.42% (n = 360,000); in the data active = inhibition above about 13%, passing the limit was not always enough;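 also: 0% = enzyme with probe and DMSO and 100% = no enzyme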
PABP1 MLLE inh = blocks PAM2 peptide binding to the PABP1 MLLE domain; P11940; inhibition, % at 20 µM; GST-MLLE / FITC-PAM2 fluorescence polarization; AID 588489; actives 0.36% (n = 360,000); in the data active = inhibition above about 35%, passing the limit was not always enough;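 also: plate controls were DMSO wells with GST-MLLE for no effect and wells lacking GST-MLLE protein for full effect; some results filed as inactive read as strong as hits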
CendR NRP1 mod = alters CendR peptide binding to human NRP-1; AID 602438; inhibition, % at 25 µM; actives 0.85% (n = 360,000); FAM-RPARPAR peptide binding to NRP-1, fluorescence polarization; O14786;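 active = inhibition or corrected inhibition above about 18%, plus a signal ratio from 0.5 to 1.5, limit read from the data, passing the limit was not always enough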; also: strong numbers were not always called active
Target sequence (O14786 whole entry, looked up): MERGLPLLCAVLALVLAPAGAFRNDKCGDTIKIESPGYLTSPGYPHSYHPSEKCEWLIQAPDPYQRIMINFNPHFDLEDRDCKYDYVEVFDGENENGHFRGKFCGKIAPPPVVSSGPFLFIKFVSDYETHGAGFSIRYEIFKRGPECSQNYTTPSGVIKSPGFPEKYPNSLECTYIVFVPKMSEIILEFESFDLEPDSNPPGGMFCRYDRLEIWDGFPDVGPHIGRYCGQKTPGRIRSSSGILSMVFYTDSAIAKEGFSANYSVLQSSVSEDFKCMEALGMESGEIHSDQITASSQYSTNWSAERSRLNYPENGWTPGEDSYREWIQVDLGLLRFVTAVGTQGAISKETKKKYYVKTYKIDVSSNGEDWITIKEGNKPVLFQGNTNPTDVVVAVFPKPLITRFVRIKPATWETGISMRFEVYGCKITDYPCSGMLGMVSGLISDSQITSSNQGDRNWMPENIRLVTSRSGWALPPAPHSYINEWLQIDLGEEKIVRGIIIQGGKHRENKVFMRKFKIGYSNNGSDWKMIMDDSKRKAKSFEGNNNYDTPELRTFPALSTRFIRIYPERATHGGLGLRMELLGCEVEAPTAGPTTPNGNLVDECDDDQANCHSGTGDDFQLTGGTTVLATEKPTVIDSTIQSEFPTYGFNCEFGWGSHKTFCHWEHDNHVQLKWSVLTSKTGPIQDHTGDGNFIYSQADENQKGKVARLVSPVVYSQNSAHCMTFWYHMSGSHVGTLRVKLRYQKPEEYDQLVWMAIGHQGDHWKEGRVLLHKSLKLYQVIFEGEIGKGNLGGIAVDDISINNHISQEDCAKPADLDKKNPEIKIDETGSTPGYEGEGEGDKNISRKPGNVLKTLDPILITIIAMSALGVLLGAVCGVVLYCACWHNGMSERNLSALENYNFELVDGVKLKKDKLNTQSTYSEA
FAS-TE inh = blocks the thioesterase domain of human fatty acid synthase. actives 0.67% (n = 360,000). P49327. inhibition, % at 15 µM. recombinant FAS-TE, OMFH fluorogenic substrate, fluorescence endpoint;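 active = compounds whose normalised, plate-corrected inhibition of enzyme fluorescence in the single-dose primary screen is 50% or more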;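 also: 0% = DMSO with enzyme and 100% = substrate without enzyme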
MT1-MMP act inh = blocks activation of human MT1-MMP. P50281. HT1080 RFP-PRO-GFP cells, GFP/RFP ratio fluorescence, overnight; percent of plate control window, DMSO zero. GFP/RFP ratio change, % at 20 µM. actives 0.061% (n = 360,000). AID 651647;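 active = GFP/RFP ratio change of at least 30% with cell ATP level not reduced by more than half and red fluorescence within 50% of control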; also: strong numbers were not always called active
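Read-out: GFP/RFP fluorescence ratio; Test system: RFP-PRO-GFP reporter HT1080 cells; Compound dosing: single-point 20 µM compound, 1% DMSO; Times: overnight compound exposure at 37 °C.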
MsrA inhibitor = inhibits bovine methionine sulfoxide reductase A; purified bovine MsrA, absorbance read-out; inhibition, % at 15.5 µM; actives 0.75% (n = 360,000); AID 651718; in the data active = inhibition above about 4.5%;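 also: 0% = vehicle wells with enzyme and 100% = reference inhibitor wells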
SKN-1 inh = C. elegans SKN-1 inhibition. inhibition, % at 21.8 µM. actives 0.49% (n = 360,000). C. elegans VP596 Pgst-4::GFP/RFP ratio, acrylamide-induced, 24 h;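 active = interference check ratio from 0.5 to 1.5 plus GFP to RFP signal ratio inhibition reaching or exceeding a fixed threshold, cut at about 30% in these data, passing the limit was not always enough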; also: some compounds called inactive have numbers as strong as hits
MsrA act = activators of bovine methionine sulfoxide reductase A. AID 602163. purified bovine MsrA, absorbance read-out. actives 0.3% (n = 360,000). activation, % at 10.6 µM; in the data active = activation above about 7.5%;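 also: 0% = vehicle and 100% = reference activator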
Tb MetRS inh = blocks T. brucei methionyl-tRNA synthetase activity; purified T. brucei MetRS, ATP depletion, Kinase-Glo luminescence; inhibition, % at 11.9 µM; actives 0.4% (n = 360,000); AID 624268;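 active = inhibition above a per-plate cutoff of the control wells' mean inhibition plus 3 SD, cut at about 5.5% in these data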;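 also: 0% = DMSO wells median and 100% = median of wells with control inhibitor compound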
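Assay system: T. brucei methionyl-tRNA synthetase, purified | Medium: HEPES buffer with MgCl2, KCl, DTT, spermine, BSA, pyrophosphatase | Compound: 11.9 µM single point | Incubation: 15 min enzyme-compound preincubation, 2 h reaction, 10 min detection, 25 °C | Measured by: Kinase-Glo luciferase luminescence reporting remaining unconsumed ATP | Measure: % inhibition normalized to control-well medians | Replication: Singlicate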
An asterisk follows results filed as active; nt = not tested or not shown.

SMILES | E coli Lon inh | PABP1 MLLE inh | CendR NRP1 mod | FAS-TE inh | MT1-MMP act inh | MsrA inhibitor | SKN-1 inh | MsrA act | Tb MetRS inh
COC(=O)N/N=C\c1ccc(OC/C=C/c2ccccc2)cc1 | -7 | 8 | 9 | 8 | 4 | 0.0 | 17 | -6 | -0.1
CCNC(=S)N/N=C/c1ccc(OCc2ccc(C(=O)OC)cc2)cc1 | -12 | -24 | 2 | -6 | -2 | 0.3 | 10 | -1 | -0.8
O=C1NCCN(Cc2cccc(Oc3ccccc3)c2)C1CC(=O)N1CCCCO1 (stereo not given) | -1 | -1 | -1 | -8 | -4 | 2.3 | 6 | -11 | 1.2
CCCCN(CC)CCCNC(=O)c1cc2cc3ccc(OC)cc3nc2o1 | -2 | -15 | -3 | -8 | 14 | 3.5 | 0 | -5 | 0.3
COc1cc(OC)cc(C(=O)Nc2cccc(NC(=O)c3cccs3)c2)c1 | 0 | 5 | 9 | 10 | -2 | -0.1 | 9 | 6 | -0.2
O=C(Nc1cccc(Cl)c1)Nc1nnc(-c2ccncc2)s1 | -21 | -16 | -64 | 4 | -42 | 1.0 | 7 | -5 | 0.7
Cc1ccc(S(=O)(=O)N2CCN(C(=O)c3cc4c(s3)CCCC4)CC2)c(C)c1 | -1 | -6 | 18 | 30 | 3 | 1.2 | 13 | -3 | -0.5
CCN(CC(=O)Nc1ccc(NC(C)=O)cc1)C(=O)c1cccc(N2C(=O)c3ccccc3C2=O)c1 | -6 | 5 | 6 | -9 | 0 | 1.4 | 2 | -4 | -0.1
CCN(CC)S(=O)(=O)c1ccc(NC2CCN(Cc3ccccc3)CC2)nc1 | -13 | 9 | 7 | -7 | 4 | -0.4 | 4 | 1 | -0.1
COc1cc(CN2CCC(Cc3ccccc3)CC2)cc(OC)c1OC | 2 | 4 | 6 | -4 | -1 | -0.5 | 4 | -2 | 0.1
Cc1ccc(NC(=O)C(C)N2CCN(C)CC2)cc1S(=O)(=O)N1CCOCC1 (stereo not given) | 1 | 2 | 14 | -8 | 3 | 1.3 | 16 | 0 | -0.2
Cc1ccc(S(=O)(=O)NCc2ccc(C(=O)N3CCN(c4ccccc4)CC3)cc2)cc1 | -3 | 10 | 18 | 7 | 2 | 0.9 | 8 | -6 | -1.1
CCOc1cc2[nH]c(=O)n(Cc3ccccc3)c(=O)c2cc1OCC | -7 | 9 | -1 | -5 | 1 | 0.6 | -7 | -3 | -1.2
Cc1ccc(O)c(-c2cc(C(F)(F)C(F)F)nc(-c3ccccc3)n2)c1 | 1 | -7 | 24 | 26 | 4 | -0.1 | -27 | -11 | -0.8
CCOC(=O)C1=C(O)C(=O)NC(c2ccccc2)=C(OC2CCCCC2)C1 | 7 | 13 | -4 | -2 | -5 | 0.5 | 10 | -5 | -0.2
COc1ccc(N(Cc2cc3ccc(C)cc3[nH]c2=O)C(C)=O)cc1 | 13 | 1 | -2 | -10 | -2 | 0.5 | -5 | -8 | -0.8
Nc1ccccc1C(=O)C[C@H](N)C(=O)O | 1 | 4 | 4 | -4 | -1 | 2.9 | 2 | 1 | -0.3
S=C(Nc1cccnc1)NC1CCCCCCC1 | 6 | 0 | 14 | -1 | 4 | 0.5 | 4 | -1 | 0.4
Cn1c(SCc2nc3ccccc3[nH]2)nnc1-c1cnccn1 | 6 | -1 | 8 | -6 | 6 | 1.7 | -10 | -1 | 0.2
Cn1ncc2c(N3CCOCC3)ncnc21 | -5 | 10 | -1 | -8 | -9 | 1.1 | 8 | -2 | -0.2
COc1ccccc1-c1cc(-c2ccc(O)cc2)nc(N)c1C#N | -2 | -9 | -8 | 9 | 6 | 2.3 | 32 | -1 | -0.3
COc1ccc(C(=O)C(C)N(C(=O)c2ccc(Cl)cc2Cl)N2C(=O)C3C4C=CC(C4)C3C2=O)cc1 (stereo not given) | 3 | -5 | 0 | 60* | 4 | 1.2 | -8 | -1 | -0.8
COc1ccc(C#Cc2c(C=O)n(C)c3ccccc23)cc1 | -5 | -2 | 22 | 31 | -1 | 0.3 | 10 | -7 | -0.4
COc1cc2c(c(OC)c1OC)C(c1ccc(O)cc1)CC(=O)O2 (stereo not given) | -13 | -14 | 8 | -11 | 1 | 0.6 | 1 | -2 | -0.7
CC(C)OCCCNC(=O)Cc1ccc(Br)cc1 | 0 | 11 | -5 | -2 | 0 | -0.9 | -8 | -3 | 2.2

Entries shown so far that contain an NH in an aromatic ring (three):
SMILES | E coli Lon inh | PABP1 MLLE inh | CendR NRP1 mod | FAS-TE inh | MT1-MMP act inh | MsrA inhibitor | SKN-1 inh | MsrA act | Tb MetRS inh
CCOc1cc2[nH]c(=O)n(Cc3ccccc3)c(=O)c2cc1OCC | -7 | 9 | -1 | -5 | 1 | 0.6 | -7 | -3 | -1.2
COc1ccc(N(Cc2cc3ccc(C)cc3[nH]c2=O)C(C)=O)cc1 | 13 | 1 | -2 | -10 | -2 | 0.5 | -5 | -8 | -0.8
Cn1c(SCc2nc3ccccc3[nH]2)nnc1-c1cnccn1 | 6 | -1 | 8 | -6 | 6 | 1.7 | -10 | -1 | 0.2

Quoted at random: 6 records from the list, in no set order.
SMILES | E coli Lon inh | PABP1 MLLE inh | CendR NRP1 mod | FAS-TE inh | MT1-MMP act inh | MsrA inhibitor | SKN-1 inh | MsrA act | Tb MetRS inh
COc1cc2c(c(OC)c1OC)C(c1ccc(O)cc1)CC(=O)O2 (stereo not given) | -13 | -14 | 8 | -11 | 1 | 0.6 | 1 | -2 | -0.7
O=C1NCCN(Cc2cccc(Oc3ccccc3)c2)C1CC(=O)N1CCCCO1 (stereo not given) | -1 | -1 | -1 | -8 | -4 | 2.3 | 6 | -11 | 1.2
COc1ccc(C#Cc2c(C=O)n(C)c3ccccc23)cc1 | -5 | -2 | 22 | 31 | -1 | 0.3 | 10 | -7 | -0.4
CCN(CC)S(=O)(=O)c1ccc(NC2CCN(Cc3ccccc3)CC2)nc1 | -13 | 9 | 7 | -7 | 4 | -0.4 | 4 | 1 | -0.1
COc1cc(CN2CCC(Cc3ccccc3)CC2)cc(OC)c1OC | 2 | 4 | 6 | -4 | -1 | -0.5 | 4 | -2 | 0.1
Cn1c(SCc2nc3ccccc3[nH]2)nnc1-c1cnccn1 | 6 | -1 | 8 | -6 | 6 | 1.7 | -10 | -1 | 0.2

Next part.
SMILES | E coli Lon inh | PABP1 MLLE inh | CendR NRP1 mod | FAS-TE inh | MT1-MMP act inh | MsrA inhibitor | SKN-1 inh | MsrA act | Tb MetRS inh
COc1ccc(OC)c(NC(=O)c2ccc3c(c2)CCN3S(C)(=O)=O)c1 | -6 | -2 | 12 | -2 | 1 | -1.0 | -15 | -5 | -1.0
O=C(CCCCCCC(=O)c1ccccc1)c1ccccc1 | 17 | 0 | -1 | 0 | 0 | -0.7 | -4 | -13 | -0.2
CCOc1ccc(-c2nnc3ccc(SCC(=O)Nc4cc(C)on4)nn23)cc1 | 0 | 6 | 0 | 3 | 5 | -0.2 | -3 | -6 | -0.2
Cc1ccc(CCN2C(=O)CCC2(C)C(=O)NCc2cccnc2)cc1 (stereo not given) | -6 | 8 | -2 | -7 | 3 | 0.8 | -6 | -9 | -1.1
Cc1onc(-c2ccccc2)c1NC(=O)Nc1ccc(OC(F)F)cc1 | -3 | 13 | -3 | 1 | 5 | -1.2 | 4 | 6 | 0.1
CCOc1ccc(NC(=O)CC(C)S(=O)(=O)c2ccc3c(c2)NC(=O)CO3)cc1 (stereo not given) | -13 | 6 | 9 | -4 | 2 | -0.1 | -2 | -4 | 0.0
O=C(O)CC1=C(O)C(=O)N(c2ccccc2)C1c1ccc(Br)cc1 (stereo not given) | -2 | 10 | -2 | -1 | -1 | -0.9 | 2 | 0 | 0.6
CC1Cc2ccccc2N1C(=S)NC(=O)c1cccc(Br)c1 (stereo not given) | -5 | 18 | 3 | 4 | 7 | 0.8 | 6 | -1 | -0.3
COc1cc(OC)cc(C(=O)Nc2cccnc2)c1 | -9 | 2 | 11 | -7 | 3 | 2.1 | 18 | -3 | -0.2
CCOc1ccccc1Oc1c(C)oc2cc(OC(=O)N3CCOCC3)ccc2c1=O | -6 | -3 | -16 | -5 | 1 | 0.7 | 2 | -3 | 0.2
O=C(CC12CC3CC(CC(C3)C1)C2)NC(=S)NCc1ccccc1 | -12 | 29 | -6 | 21 | -13 | 0.7 | 4 | 0 | 0.0
COc1ccccc1C(=O)NNC(=O)C(=O)NCc1ccccc1 | -8 | -6 | -4 | -4 | 4 | 0.0 | 8 | 1 | 0.1
O=C(CSc1nncc2ccccc12)Nc1ccc(C(=O)O)cc1 | -6 | 36 | -1 | -4 | 2 | -0.3 | -20 | -5 | -0.4
CC(C)(C)c1nc2scc(-c3ccc(Br)cc3)c2c(=O)o1 | 0 | -1 | 3 | 9 | -1 | -0.4 | 13 | -4 | -0.2
C=CCSc1nnc(CSc2nc3sc4c(c3c(=O)[nH]2)CCCC4)n1-c1ccccc1 | 3 | -56 | -8 | 4 | 5 | 1.3 | 13 | -5 | -5.7
CC(OC(=O)CCc1cc(C(C)(C)C)c(O)c(C(C)(C)C)c1)C(=O)NC1CC1 (stereo not given) | 0 | 13 | -9 | 4 | -7 | -0.6 | 17 | -2 | -0.4
COCCN1C(=O)CN(S(C)(=O)=O)CC1(C)C(=O)NCc1ccccc1 (stereo not given) | nt | nt | 9 | nt | 1 | -0.6 | 11 | nt | -0.3
COc1ccc([N+](=O)[O-])cc1NC(=O)Cc1ccccc1Cl | -2 | 4 | 2 | 32 | -3 | 1.6 | -3 | -4 | -0.4
O=C(OCC(=O)c1ccc[nH]1)c1ccc(S(=O)(=O)C(F)F)cc1 | 4 | 10 | 0 | -2 | -3 | 0.9 | -5 | -2 | 0.5
Cn1c(=O)cc(OCC(=O)N2CCCc3ccccc32)c2ccccc21 | 2 | 18 | 5 | 0 | 7 | -0.3 | 4 | -3 | 0.1
O=C(NC1CCCCC1)C(c1ccncc1)N(C(=O)c1csnn1)c1ccc(F)cc1 (stereo not given) | -1 | 7 | -13 | -3 | 0 | 0.0 | -8 | -9 | -0.2
CSCCC(NC(N)=O)C(=O)Nc1cccc(C#N)c1 (stereo not given) | -1 | -2 | 10 | 5 | -7 | -1.0 | 1 | -4 | -0.2
COc1ccc(N(C(=O)c2cccnc2)S(=O)(=O)c2ccc3c(c2)n(C)c(=O)n3C)cc1 | 1 | 2 | -5 | -2 | 9 | 0.2 | 1 | 4 | 0.2
O=C(CN1CCCc2ccccc21)NC(=O)NCc1ccco1 | 53* | 4 | -17 | -4 | -7 | 0.7 | -27 | -12 | -1.4
O=C(NC1CCCC1)c1cc(-c2ccccc2)on1 | -1 | -2 | 1 | 2 | 6 | -1.2 | 37* | -2 | -0.2
CCC(C)NC(=O)Cn1cnc2sc(C)c(S(=O)(=O)N3CCN(c4ncccn4)CC3)c2c1=O (stereo not given) | -2 | -7 | -4 | -1 | 3 | 0.5 | -3 | -4 | -0.4
O=C(/C=C/Nc1cccc([N+](=O)[O-])c1)c1ccco1 | 0 | -11 | 16 | 12 | -1 | 3.4 | 11 | -13 | -0.8
